Source: PubChem BioAssay (several laboratories)
Anthrax LF inh2 = anthrax lethal factor protease inhibition. P15917. multiplex microsphere protease cleavage assay, LF. inhibition, % at 10 µM. actives 0.12% (n = 360,000); also: plate controls were buffer without enzyme for full effect and enzyme alone for no effect
BoNT A protease = blocks Botulinum neurotoxin A light chain protease; actives 0.17% (n = 360,000); multiplex microsphere protease substrate cleavage, flow cytometry; inhibition, % at 10 µM; also: plate controls were buffer without enzyme for full effect and enzyme alone for no effect
PrPC TRFRET = reduces human prion protein on the cell surface | P04156 | cell surface PrPC, TR-FRET read-out | inhibition, % at 13.8 µM | actives 0.43% (n = 370,000) | AID 720596; in the data active = inhibition above about 24%; also: 0% = median of the test wells and 100% = reference compound wells
BoNT-F LC inh = BoNT F light chain protease inhibition; Multiplex microsphere protease cleavage assay, flow cytometry; inhibition, % at 10 µM; actives 0.22% (n = 360,000); AID 588497; in the data active = inhibition above about 35%, passing the limit was not always enough; inconclusive = no clear call, values can overlap the other calls; also: plate controls were buffer without enzyme for full effect and enzyme alone for no effect
3CLpro inhibitor = SARS-CoV 3CLpro protease inhibition; P0C6X7; recombinant SARS-CoV 3CLpro, quenched FRET peptide cleavage; inhibition, % at 6 µM; actives 0.14% (n = 290,000); AID 1706; in the data active = inhibition above about 12%
Rv3671c protease = Rv3671c (M. tuberculosis) protease inhibition | P9WHR9 | actives 0.048% (n = 320,000) | inhibition, % at 5.96 µM; in the data active = inhibition above about 38%;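 also: extracellular domain of Rv3671c used as enzyme; 0% = enzyme with DMSO and 100% = no enzyme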
Target sequence (P9WHR9 whole entry, looked up, the tested form may be a part): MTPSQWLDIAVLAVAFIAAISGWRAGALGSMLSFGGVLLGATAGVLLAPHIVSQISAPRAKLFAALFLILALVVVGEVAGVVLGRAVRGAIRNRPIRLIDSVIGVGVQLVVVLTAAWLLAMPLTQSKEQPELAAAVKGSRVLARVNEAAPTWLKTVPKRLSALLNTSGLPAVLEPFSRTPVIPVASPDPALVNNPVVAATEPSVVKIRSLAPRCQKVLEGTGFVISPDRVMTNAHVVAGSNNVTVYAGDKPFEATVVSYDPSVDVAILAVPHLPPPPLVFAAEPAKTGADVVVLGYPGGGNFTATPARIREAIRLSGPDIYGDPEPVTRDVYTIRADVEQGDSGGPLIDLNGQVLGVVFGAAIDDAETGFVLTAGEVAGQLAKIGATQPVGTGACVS
CCHFV vOTU inh = blocks the CCHF virus ovarian tumor domain protease; CCHFV vOTU protease, Pep-AMC fluorescence; inhibition, % at 11.5 µM; actives 0.55% (n = 370,000); in the data active = inhibition above about 30%; also: 0% = vehicle wells with enzyme and 100% = no enzyme wells
PriA SSB inh = K. pneumoniae PriA-SSBct interaction inhibition; AlphaScreen SSBct-PriA binding, biotinylated peptide; inhibition, % at 33 µM; actives 0.6% (n = 430,000); AID 1272365; in the data active = inhibition mostly above about 37%, no sharp cut-off; inactive = mostly below about 20%;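 also: plate controls were negative control peptide for no effect and reference peptide for full effect; strong numbers were not always called active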
VHR inh abs = blocks human VHR1 dual specificity phosphatase. P51452. recombinant VHR phosphatase, pNPP absorbance. inhibition, % at 13.3 µM. actives 0.52% (n = 290,000). AID 1654; in the data active = inhibition above about 50%; also: some compounds called inactive have numbers as strong as hits
Target sequence (P51452 whole entry, looked up): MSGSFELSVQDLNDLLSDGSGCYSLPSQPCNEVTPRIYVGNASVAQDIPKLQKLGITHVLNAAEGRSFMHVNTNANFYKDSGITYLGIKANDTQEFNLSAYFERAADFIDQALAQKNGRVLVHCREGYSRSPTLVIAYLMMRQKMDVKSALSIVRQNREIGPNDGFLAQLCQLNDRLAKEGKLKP
MazEF act = increases E. coli MazEF RNase cleavage of RNA; actives 0.32% (n = 350,000); FAM/BHQ RNA-DNA oligo cleavage fluorescence, 5 h; P0AE70; activation, % at 20 µM; in the data active = activation above about 50%
Target sequence (P0AE70 whole entry, looked up): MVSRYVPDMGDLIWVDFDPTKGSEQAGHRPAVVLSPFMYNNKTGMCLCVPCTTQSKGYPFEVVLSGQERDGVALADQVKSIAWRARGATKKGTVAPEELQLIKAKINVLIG
The depositor's hits bear a star; ? = inconclusive; nt = not tested or not shown. Rule as the data show it, unless noted: active = inhibition above about 30%; inconclusive = no clear call, values can overlap the other calls; inactive = below that. This is a subset, so the mix of outcomes need not match the whole.

#1 Cc1ccc(/C=C2\SC(=S)N(C(Cc3ccccc3)C(=O)O)C2=O)cc1 (centres undefined)
#2 CCS(=O)(=O)N1CCN(S(=O)(=O)c2ccc3c(c2)OCCO3)CC1
#3 Cc1ccc(SC(C)C(=O)Nc2cccnc2)cc1 (centres undefined)
#4 COc1cc(NC(=O)c2cccc(COCC(F)(F)C(F)F)c2)cc(OC)c1OC
#5 CCOc1ccc(Cl)cc1-c1cc(C(=O)NCc2cccc(C(F)(F)F)c2)[nH]n1
#6 CN1C[C@@H]2[C@@H]3C(=O)N(C)C(=O)[C@@H]3[C@](C)(C1=O)N2C(=O)c1ccc(C(F)(F)F)cc1
#7 CCC(C)n1c(O)c(/C=N/Nc2ccccc2)c(=O)[nH]c1=S (centres undefined)
#8 Cc1cc(NC(=O)CCC(=O)N(c2ccccc2F)C(C(=O)NC2CCCC2)c2ccccc2)no1 (centres undefined)
assay / compound	1	2	3	4	5	6	7	8
Anthrax LF inh2	0	-10	-4	-1	-3	-1	2	-1
BoNT A protease	0.9	-3.1	-0.1	0.3	0.4	0.4	5.2	-4.5
PrPC TRFRET	-1	8	2	-2	-4	-6	4	-3
BoNT-F LC inh	-2	-22	-5	2	-4	-2	2	-10
3CLpro inhibitor	4	2	2	3	nt	nt	-3	3
Rv3671c protease	-7	9	4	4	nt	nt	-18	-8
CCHFV vOTU inh	21	11	-7	6	8	0	-3	2
PriA SSB inh	-5	-4	-6	-8	nt	-16	nt	-9
VHR inh abs	12	-36	7	22	nt	nt	-11	7
MazEF act	-6	2	6	-20	nt	6	4	7

#9 O=C(c1ccccc1NS(=O)(=O)c1ccc([N+](=O)[O-])cc1[N+](=O)[O-])N1O[C@@H]2C=C[C@H]1C2
#10 O=C(NC1CC1)c1ccc(NS(=O)(=O)c2ccc(F)cc2)cc1
#11 Cc1ccnc2nc(C(=O)Nc3ccc4c(c3)OCO4)nn12
#12 O=C(Nc1ccc(F)cc1Cl)C1CCN(C(=O)Nc2ccccc2)CC1
#13 O=C(NCCN1CCOCC1)c1cc2cc([N+](=O)[O-])ccc2s1
#14 CCCCCn1c(=O)[nH]c2cc(C(=O)NCc3ccco3)ccc2c1=O
#15 CCOc1cc(/C=N/NC(=O)CN2CCOCC2)ccc1OCc1ccccc1
#16 C[C@H]1CN([C@@H](C)CO)S(=O)(=O)c2ccc(C#Cc3ccccn3)cc2O[C@H]1CN(C)Cc1ccc(F)cc1
assay / compound	9	10	11	12	13	14	15	16
Anthrax LF inh2	-8	?	-1	0	-2	4	-3	-1
BoNT A protease	-0.4	5.0	-1.8	0.2	-0.7	-1.0	-0.2	1.4
PrPC TRFRET	-29	8	11	2	-31	9	4	-9
BoNT-F LC inh	-2	-11	-10	-1	-7	-6	-3	-2
3CLpro inhibitor	nt	nt	3	0	0	2	4	nt
Rv3671c protease	nt	1	2	4	5	-17	-12	nt
CCHFV vOTU inh	0	7	8	-10	2	4	15	6
PriA SSB inh	3	-13	0	-9	3	-1	nt	nt
VHR inh abs	nt	nt	-8	26	1	28	2	nt
MazEF act	8	4	2	1	0	-3	-1	10

#17 COc1cc(CNCc2ccccc2Cl)ccc1OCC(=O)NC1CCCCC1
#18 COC(=O)C(NC(=O)C(C)NC(=O)OCc1ccccc1)C(C)C (centres undefined)
#19 Cc1onc(-c2c(Cl)cccc2Cl)c1C(=O)N=C(N)N1CCOCC1
#20 Cn1c(=O)c2c(nc(CN3CCN(c4ccc(F)cc4)CC3)n2Cc2ccccc2F)n(C)c1=O
#21 CCOC(=O)N1CCN(S(=O)(=O)c2ccc(OCC(=O)OC)cc2)CC1
#22 Cc1onc(-c2ccccc2)c1C(=O)Nc1ccc(S(=O)(=O)Nc2nccs2)cc1
#23 COc1ccccc1CNC(=O)c1cn(C)c2ccc(S(=O)(=O)N3CCCCC3)cc2c1=O
#24 NC(=O)C1=C[C@@H](c2ccc(Br)cc2)C[C@@H](OCCCCO)O1
assay / compound	17	18	19	20	21	22	23	24
Anthrax LF inh2	-2	16	nt	?	-12	1	nt	-5
BoNT A protease	-0.5	?	nt	?	-1.3	1.3	nt	0.3
PrPC TRFRET	-6	-5	-3	-1	-2	-1	2	-4
BoNT-F LC inh	-6	?	nt	?	-12	-3	nt	-3
3CLpro inhibitor	0	2	-1	5	1	3	7	-3
Rv3671c protease	-2	7	-3	5	-8	-1	5	-6
CCHFV vOTU inh	10	-1	-3	-1	1	15	-15	-1
PriA SSB inh	-1	3	nt	-3	-3	4	nt	-11
VHR inh abs	1	13	9	-1	-8	5	30	21
MazEF act	-2	-4	5	-6	6	-4	nt	0

#25 Cc1nnc(SCC(=O)N(C)c2c(N)n(Cc3ccccc3)c(=O)[nH]c2=O)n1Cc1ccccc1
#26 CN(C(=O)CSc1nc(N)cc(N)n1)C1CCS(=O)(=O)C1 (centres undefined)
#27 O=C(O)CCC(=O)N1CCN(c2ncccc2C(F)(F)F)CC1
#28 N#CCC(=O)N/N=C/c1cccc(Oc2ccccc2)c1
#29 Nc1ccc(SC(F)(F)F)cc1C(=O)c1ccccc1
#30 Cc1ccc(NC(=O)N2CCCC2C(=O)NCC2CCCCC2)cc1 (centres undefined)
#31 CC(NC(=O)c1cccs1)C1CCCO1 (centres undefined)
#32 COc1ccccc1NC(=O)Nc1nnc(C(C)C)s1
assay / compound	25	26	27	28	29	30	31	32
Anthrax LF inh2	3	0	1	0	1	0	-2	1
BoNT A protease	-0.6	2.3	?	0.0	0.4	-0.1	-2.9	-0.7
PrPC TRFRET	1	-6	-2	3	-4	-5	0	4
BoNT-F LC inh	1	10	?	-8	-6	-4	-15	-5
3CLpro inhibitor	3	-3	-1	5	5	3	-1	4
Rv3671c protease	-10	4	-3	-19	0	5	0	-14
CCHFV vOTU inh	-1	21	-15	12	19	-1	5	-10
PriA SSB inh	-22	-9	-16	nt	0	-3	2	-14
VHR inh abs	2	6	3	6	15	-17	16	13
MazEF act	1	2	7	-1	-5	1	4	-1

Reprinted at random: two entries already listed, in no set order.
#32 COc1ccccc1NC(=O)Nc1nnc(C(C)C)s1
#28 N#CCC(=O)N/N=C/c1cccc(Oc2ccccc2)c1
assay / compound	32	28
Anthrax LF inh2	1	0
BoNT A protease	-0.7	0.0
PrPC TRFRET	4	3
BoNT-F LC inh	-5	-8
3CLpro inhibitor	4	5
Rv3671c protease	-14	-19
CCHFV vOTU inh	-10	12
PriA SSB inh	-14	nt
VHR inh abs	13	6
MazEF act	-1	-1

(cont.)
#33 CCSc1ncnc2c1sc1nc3c(cc12)COC(C)(C)C3
#34 COC(=O)C[C@H]1C[C@@H]2c3cc(NC(=O)NC4CCCC4)ccc3O[C@@H]2[C@@H](CO)O1
#35 COc1ccccc1NC(=O)COc1cc(C)nc(C(C)C)n1
#36 COCCOc1cc(NC(=O)c2sccc2Oc2ccc([N+](=O)[O-])cc2F)c(Cl)cc1Cl
#37 COc1ccc(C(=O)ON=C2CCN(c3ccc([N+](=O)[O-])cc3)CC2)cc1
#38 CCOC(=O)C1(Cc2ccc(OC)cc2)CCN(C(=O)CCn2ccc(C)n2)CC1
#39 O=C1CNC(=O)N1
#40 CCOC(=O)C1CCCN(C(=O)C2c3ccccc3Oc3ccccc32)C1 (centres undefined)
assay / compound	33	34	35	36	37	38	39	40
Anthrax LF inh2	2	0	2	-4	-7	-1	-10	6
BoNT A protease	2.9	0.0	0.2	-0.4	0.7	-0.7	-0.9	0.1
PrPC TRFRET	-3	8	2	-14	-27	3	-7	0
BoNT-F LC inh	36*	0	1	-1	0	-7	-7	-4
3CLpro inhibitor	2	nt	1	5	-1	0	-2	1
Rv3671c protease	-16	nt	3	11	-2	0	-3	60*
CCHFV vOTU inh	2	11	-6	9	4	-4	5	-3
PriA SSB inh	3	nt	-5	26	-1	15	-8	2
VHR inh abs	26	nt	8	-2	10	14	21	16
MazEF act	1	5	2	-4	7	-2	3	-37

#41 CN(CC(=O)Nc1ccc(Cl)c(C(F)(F)F)c1)C(=O)COC(=O)C1CC2CCCC(C1)C2=O (centres undefined)
#42 C=CCCC(=O)N1C[C@H]2CON(C)[C@H]2C[C@H]1c1cccc(Nc2ccccc2)c1
#43 O=C(N/N=C/C1CC=CCC1)c1cc(-c2cccnc2)nc2ccccc12 (centres undefined)
#44 Cc1ccc(S(=O)(=O)N2CCN(C(=O)CN3CCOCC3)C2c2ccccc2)cc1 (centres undefined)
#45 Cc1nnc(SCC(=O)Nc2ccccc2)n1CCc1ccccc1
#46 Cn1c(SCC(=O)Nc2ccccc2F)nnc1C1CCCCC1
#47 COc1ccc(-c2cc(=O)oc3c(C)c(OCc4nn[nH]n4)ccc23)cc1
#48 CCCCCc1c(-c2ccccc2)ncn1CCc1ccccc1OC
assay / compound	41	42	43	44	45	46	47	48
Anthrax LF inh2	2	2	-1	1	-6	0	-9	-2
BoNT A protease	0.1	0.1	-0.4	-0.6	-0.5	-1.2	?	0.2
PrPC TRFRET	-3	4	0	7	-3	4	-10	6
BoNT-F LC inh	8	-5	-2	1	-14	-3	-2	7
3CLpro inhibitor	nt	nt	4	5	-5	8	7	nt
Rv3671c protease	-2	nt	-8	8	-1	1	-4	nt
CCHFV vOTU inh	9	-1	0	4	-11	7	4	2
PriA SSB inh	-9	-9	nt	-11	-15	-9	-4	nt
VHR inh abs	nt	nt	12	22	31	14	21	nt
MazEF act	2	3	13	-20	4	-5	4	nt

#49 O=C(Nc1ccc(N2CCCC2)cc1)C(c1ccccc1)c1ccccc1
#50 CCn1c(C)c(C(C)=O)c(N2CCN(c3cccc(Cl)c3)CC2)nc1=S
#51 Fc1ccc(-c2nnn(Cc3nc4ccccc4s3)n2)cc1
#52 COc1ccc(C2CC(=O)NC(=O)C2)cc1
#53 Cc1nc(OCC(C)C)c2sc3nc4c(cc3c2n1)COC(C)(C)C4
#54 COC(=O)C1=COC(C)C2CN3CCc4c([nH]c5cc(OC)c(OC)cc45)C3CC12 (centres undefined)
#55 COc1ccc(-n2c(SCC(=O)Nc3cc(C)on3)nc3c([nH]c4ccccc43)c2=O)cc1
#56 CCOC(=O)C1=CCN(S(=O)(=O)c2ccc(C)cc2)C1c1cccc2ccccc12 (centres undefined)
#57 O=C(NCCCn1ccnc1)c1ccc(Cl)c(S(=O)(=O)N2CCOCC2)c1
assay / compound	49	50	51	52	53	54	55	56	57
Anthrax LF inh2	-10	9	?	-10	nt	-31	5	-6	-3
BoNT A protease	0.0	12	?	-3.6	nt	1.8	0.4	0.2	-1.4
PrPC TRFRET	-3	-3	-2	-3	1	-27	0	9	-2
BoNT-F LC inh	-42	-16	9	29	nt	-39	10	2	-10
3CLpro inhibitor	6	2	0	-3	-1	1	-4	nt	4
Rv3671c protease	4	0	0	nt	-2	2	0	nt	-5
CCHFV vOTU inh	12	4	7	-11	4	8	-1	20	22
PriA SSB inh	1	-1	-46	-17	-10	25	-9	nt	-5
VHR inh abs	-12	-15	0	9	19	-15	3	nt	6
MazEF act	3	-10	-1	7	8	-129	-11	nt	1

Ordered by formula weight (low to high): some entries from above
#39 O=C1CNC(=O)N1
#52 COc1ccc(C2CC(=O)NC(=O)C2)cc1
#28 N#CCC(=O)N/N=C/c1cccc(Oc2ccccc2)c1
#7 CCC(C)n1c(O)c(/C=N/Nc2ccccc2)c(=O)[nH]c1=S (centres undefined)
#4 COc1cc(NC(=O)c2cccc(COCC(F)(F)C(F)F)c2)cc(OC)c1OC
#16 C[C@H]1CN([C@@H](C)CO)S(=O)(=O)c2ccc(C#Cc3ccccn3)cc2O[C@H]1CN(C)Cc1ccc(F)cc1
assay / compound	39	52	28	7	4	16
Anthrax LF inh2	-10	-10	0	2	-1	-1
BoNT A protease	-0.9	-3.6	0.0	5.2	0.3	1.4
PrPC TRFRET	-7	-3	3	4	-2	-9
BoNT-F LC inh	-7	29	-8	2	2	-2
3CLpro inhibitor	-2	-3	5	-3	3	nt
Rv3671c protease	-3	nt	-19	-18	4	nt
CCHFV vOTU inh	5	-11	12	-3	6	6
PriA SSB inh	-8	-17	nt	nt	-8	nt
VHR inh abs	21	9	6	-11	22	nt
MazEF act	3	7	-1	4	-20	10
